Screening data as filed in PubChem.
P. falciparum M17LAP – P. falciparum M17LAP inhibitors, primary screen, biochemical, fluorogenic H-Leu-NHMec substrate, 1536-well (AID 1619); one-dose inhibition, % at 30 µM; IC50 in µM for titrated hits; Leucine aminopeptidase (Plasmodium falciparum (isolate 3D7)); 220,000 compounds, 0.38% hits; recombinant M17LAP, H-Leu-NHMec fluorogenic kinetic assay; higher % means a stronger effect;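 active means compound inhibiting the enzyme by more than half at any dose during confirmatory dose-response retesting; inconclusive means strong single-dose inhibitors picked by rank but not retested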;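 further: plate controls were full reaction with DMSO carrier for no effect and no enzyme background for full effect; strong numbers were not always called active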
KOR beta-arrestin-1 – KOR agonists, beta-arrestin recruitment, primary screen, cell-based, luminescence, uHTS (AID 1777); KOR beta-arrestin recruitment, luminescence; higher % means a stronger effect; activation, % at 10 µM, or EC50 in µM where a hit was titrated; 280,000 compounds, 0.02% hits; in the data active means activation above about 50%, passing the limit was not always enough; further: a part of the inactive calls stands beside numbers as strong as those of hits
NOD2 inhibition – NOD2 signaling inhibitors, cell-based, luminescence, uHTS, HEK293 (AID 1566); inhibition, % at 4 µM; hits with a dose series show EC50 in µM; 290,000 compounds, 0.63% hits; HEK293 NOD2/NF-kB luciferase reporter, luminescence; higher % means a stronger effect; further: many of its hits are not listed in these tables
M1AAP inhibition – P. falciparum M1AAP inhibitors, biochemical, fluorogenic H-Leu-NHMec substrate, 1536-well (AID 1445); Aminopeptidase N (Plasmodium falciparum (isolate 3D7)); recombinant M1AAP, H-Leu-NHMec fluorogenic kinetic assay; higher % means a stronger effect; inhibition, % at 30 µM; hits with a dose series show IC50 in µM; 220,000 compounds, 0.42% hits;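 active means primary inhibition above the hit cutoff, then over 50% inhibition at one or more dose response concentrations, cut at about 23% in these data, passing the limit was not always enough; inconclusive means conflicting primary data, or primary hits not chosen for dose response; inactive means low primary inhibition, or under 50% at every dose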;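 further: plate controls were DMSO full reaction for no effect and no enzyme background for full effect; strong numbers were not always called active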
NOD1 inhibition – NOD1 signaling inhibitors, primary screen, cell-based, luminescence, uHTS (AID 1578); NOD1-driven NF-kB luciferase reporter cells, luminescence; higher % means a stronger effect; inhibition, % at 4 µM; hits with a dose series show EC50 in µM; 290,000 compounds, 1% hits; in the data active means inhibition mostly above about 36%, no sharp cut-off; inactive means mostly below about 34%;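 further: HEK-293T reporter cells stimulated with the NOD1 agonist gamma-tri-DAP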
GPR55 beta-arrestin – GPR55 agonists via beta-arrestin recruitment, primary screen, imaging, U2OS cells, beta-arrestin-GFP redistribution (AID 1961); G-protein coupled receptor 55 (Homo sapiens); U2OS GPR55 beta-arrestin-GFP redistribution imaging; higher % means a stronger effect; activation, % at 10 µM; hits with a dose series show EC50 in µM; 290,000 compounds, 0.048% hits;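 active means activation above 40% with more than 50 cells counted in the well; inconclusive means wells holding fewer than 50 cells, flagged as toxic or sparse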;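 further: U2OS osteosarcoma cells stably expressing GPR55 and beta-arrestin-GFP; plate controls were DMSO negative control for no effect and LPI positive control for full effect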
AID2073 – inhibitors of Mint1-CaV2.2 protein interaction, biochemical, HTRF (AID 2073); 290,000 compounds, 0.19% hits; HTRF protein-protein interaction, Mint1-CaV2.2; higher % means a stronger effect; Voltage-dependent N-type calcium channel subunit alpha-1B (Homo sapiens); inhibition, % at 20 µM, or IC50 in µM where a hit was titrated; in the data active means inhibition mostly above about 51%, no sharp cut-off; inconclusive means no clear call, values can overlap the other calls; inactive means mostly below about 53%; further: some results filed as inactive read as strong as hits
Dynein transport – inhibitors of GR-EGFP nuclear translocation, primary screen, dynein cargo transport inhibitor project, imaging, high-content, 3617.4 mouse cells. test concentration mostly 20 µM; stimulated with dexamethasone, 1 µM; stronger effect = lower value. 220,000 compounds, 0.47% hits. z-score, hits read low;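 active means plate z-score of nuclear minus cytoplasmic receptor signal below a set negative limit, without overly bright fluorescence or cell loss, cut at about -3.5 in these data, passing the limit was not always enough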;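 further: z-score of nuclear minus cytoplasmic ring GR-EGFP intensity difference per well; some compounds called inactive have numbers as strong as hits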
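Schedule: 48 h induction, then 1 h compound, then 30 min agonist, 37 °C. Buffer or medium: tetracycline-free induction medium containing charcoal-stripped FBS. Reagent: 1.0 µM final dexamethasone stimulus. Evaluation: nuclear versus cytoplasmic GR-EGFP signal, averaged per well. Signal: high-content fluorescence imaging after fixation.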
KOR beta-arrestin-2 – KOR antagonists, beta-arrestin recruitment, cell-based, luminescence, uHTS (AID 1778); one-dose inhibition, % at 10 µM; IC50 in µM for titrated hits; KOR beta-arrestin recruitment, luminescence, antagonist mode; higher % means a stronger effect; 290,000 compounds, 0.091% hits; further: strong numbers were not always called active
Dynein transport cytoplasmic EGFP – second read-out of Dynein transport, no call of its own (marks repeat the call); z-score; measured here: cytoplasmic GR-EGFP intensity; stronger effect = higher value
Dynein transport nuclear GR-EGFP – recorded beside Dynein transport, whose call it bears; z-score; measured here: nuclear GR-EGFP intensity;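 lower value marks the stronger effect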
Dynein transport cell count – recorded beside Dynein transport, whose call it bears; z-score; measured here: cell count per field
* hit, by the source's call; ? = inconclusive; . = no result given; [ ] = another dose, or the depositor's remark. Unless noted, no stated cut-off is given here; in the data, active means inhibition above about 50%; inactive means the rest.

SMILES	P. falciparum M17LAP	KOR beta-arrestin-1	NOD2 inhibition	M1AAP inhibition	NOD1 inhibition	GPR55 beta-arrestin	AID2073	Dynein transport	Dynein transport cytoplasmic EGFP	Dynein transport nuclear GR-EGFP	Dynein transport cell count	KOR beta-arrestin-2
O=C(NC(=S)Nc1ccc2oc(-c3cccnc3)nc2c1)c1cccc(Cl)c1	-6%	5.2%	12%	9%	19%	0.5%	-31%	-0.23	-0.17	-0.19	-0.058	-25%
CCN(CC)Cc1c(C(=O)N/N=C/c2cccc(OCc3cccc(Cl)c3)c2)nnn1-c1nonc1N	.	-1.4%	-10%	.	-15%	-0.2%	22%	.	.	.	.	-7%
Cc1ccc(NC(=O)CCOc2ccccc2C)cc1C	.	-4.8%	2%	.	-23%	-0.2%	3%	.	.	.	.	11%
Cn1cnc([N+](=O)[O-])c1Nc1cccc(O)c1	12%	0.9%	9%	14%	-30%	0.3%	5%	-0.27	-0.26	0.071	-0.066	-1%
Cc1ccccc1CN1C(=O)c2ccccc2S1(=O)=O	.	-0.3%	24%	.	-20%	-0.1%	-4%	.	.	.	.	9%
CCOC(=O)C1C(c2cc(OC)c(O)c(OC)c2)NC(=S)NC1(O)C(F)(F)F (centres undefined)	-24%	1.3%	-2%	2%	-28%	0.2%	-21%	-0.47	-0.23	-0.15	0.94	22%
CCOC(=O)C1CCN(C(=O)COc2ccc(S(=O)(=O)N3CCOCC3)cc2C)CC1	.	-1.5%	-8%	.	-22%	-0.2%	-8%	.	.	.	.	-14%
S=C(NCCN(C1CCCCC1)C1CCCC1)Nc1cccc(Cl)c1	.	2.6%	-4%	.	-14%	0.0%	-6%	.	.	.	.	12%
Cc1ccccc1C(=O)N1CCc2c([nH]c3ccccc23)C1C(F)(F)F (centres undefined)	-2%	36%	9%	2%	-4%	-0.2%	-9%	-0.81	-0.14	-0.34	0.084	17%
Cc1ccc(NC(=O)NCCc2ccc(S(N)(=O)=O)cc2)cc1	0%	2.4%	12%	10%	-1%	0.2%	13%	-0.16	-0.18	0.13	0.17	-2%
CCc1cccc(CC)c1NC(=S)NCCc1ccc(O)c(O)c1	2%	-2.0%	-12%	4%	-12%	-0.2%	1%	-0.64	-0.15	-0.69	-0.083	-4%
Clc1ccccc1Oc1cnc2ccccc2n1	1%	-2.8%	16%	10%	-10%	-0.1%	-3%	0.7	-0.23	0.62	0.71	2%
Cc1ccc(/C(N)=N/OC(=O)CCc2ccccc2)cc1	4%	0.7%	-36%	-4%	-82%	0.2%	1%	-0.86	0.018	-0.58	1.3	3%
CCOC(=O)N1CCC(Nc2c(-c3ccc(C)cc3)c(=O)c2=O)CC1	16%	5.8%	-8%	6%	31%	-0.2%	-2%	-0.43	-0.24	-0.27	1.1	-6%
COc1cccc2sc(Nc3nnc(-c4ccc(F)cc4)o3)nc12	-19%	-5.0%	-122%	-1%	-30%	0.3%	24%	-0.64	-0.19	-0.17	0.22	26%
O=C(NC1=NCCS1)C1COc2ccccc2O1 (centres undefined)	-15%	-1.6%	63%*	-2%	83%*	0.2%	18%	0.018	-0.23	-0.61	-1.5	0%
CC1CCC(C(C)C)C(OC(=O)COC(=O)c2ccc(N)cc2)C1 (centres undefined)	-3%	1.5%	1%	-4%	-14%	-0.2%	4%	0.88	-0.16	0.41	-1.5	3%
Cc1ccc2cccc(N)c2n1	2%	0.0%	-1%	1%	-44%	1.5%	-8%	0.12	-0.25	0.075	-0.095	-28%
COc1cccc(NC(=O)CSc2nnnn2C(C)C)c1	20%	5.1%	-3%	10%	.	-0.5%	0%	0.37	-0.02	0.56	-1	-2%
CCn1nc(C(=O)OCC(=O)N2c3ccccc3CC2C)c2ccccc2c1=O (centres undefined)	1%	-0.4%	6%	1%	-10%	0.7%	8%	-0.087	-0.085	0.17	-0.19	-6%
COc1ccc(OCC(=O)N2CCN(C(=O)c3ccc([N+](=O)[O-])cc3)CC2)cc1	.	.	-76%	.	33%	-0.1%	31%	-0.31	-0.33	0.038	0.038	-9%[20 µM]
C/C(=N\NC(=O)COc1ccc(C(C)(C)C)cc1)c1ccc(OC(F)F)cc1	5%	-3.4%	0%	7%	8%	0.0%	26%	0.67	-0.2	0.17	-0.49	8%
Cc1ccc(OCC(O)Cn2c3ccccc3c3ccccc32)cc1 (centres undefined)	-4%	-0.8%	8%	10%	.	0.5%	-3%	-0.17	0.21	-0.12	-0.15	-7%
CCOC(=O)c1ccc(NS(=O)(=O)c2cc(-c3nnnn3CC)ccc2OC)cc1	-6%	-6.0%	10%	10%	-18%	-0.1%	3%	0.25	-0.22	0.39	-0.71	45%
Cc1cc(C)cc(OCC(=O)N/N=C\c2cn(C)nc2C)c1	1%	-2.8%	18%	1%	-13%	-0.1%	-3%	0.29	-0.3	-0.13	-0.19	8%
CCOC(=O)CSc1nnc(-c2cccnc2)o1	0%	-2.4%	-6%	6%	-25%	-0.1%	-2%	-0.3	-0.22	-0.34	0.85	-5%
Cc1cccc(NC(=O)c2cc(C)nc3ccccc23)c1	.	1.2%	10%	.	-10%	0.4%	-3%	.	.	.	.	-27%
O=C(c1ccc(OC2CCN(C/C=C/c3ccc(F)cc3)CC2)cc1)N1CCCC1	.	2.7%	-8%	.	0%	-0.1%	-8%	.	.	.	.	-16%
Cc1cc(C)nc(SCc2cc(=O)c(OC(=O)c3ccco3)co2)n1	3%	6.8%	-1%	8%	-40%	-0.5%	-8%	0.6	-0.22	0.47	-0.52	26%
COc1ccc(CNc2ccc(C)cc2)cc1Br	7%	-0.4%	14%	-4%	0%	-0.4%	-9%	-0.64	-0.21	-0.25	-0.43	6%
Cc1nc(C)c(C(=O)Nc2ncc([N+](=O)[O-])s2)o1	12%	2.5%	28%	-1%	13%	-0.5%	34%	1.5	-0.2	0.83	-0.92	-28%
Cc1cc(C)n2c(SCCO)nnc2n1	6%	8.4%	-2%	8%	-6%	0.5%	3%	0.23	-0.28	0.076	0.79	2%
CCNC(=S)N1CCN(C(=O)c2ccco2)CC1	22%	17%	18%	-2%	-39%	0.0%	5%	0.49	-0.22	0.88	0.33	-7%
N#C/C(=C\c1ccco1)c1nc2ccccc2s1	12%	-0.7%	26%	9%	-23%	-0.1%	5%	-0.35	0.058	-0.22	-0.83	-1%
Cc1oc(-c2ccccc2)cc1C(=O)Nc1cccc(/C=C\C(=O)O)c1	8%	-4.6%	2%	12%	-32%	-0.6%	9%	-0.84	-0.27	-0.53	0.61	-8%
Fc1ccc(NC(=S)Nc2cc(-c3ccccc3)[nH]n2)cc1Cl	13%	-1.3%	15%	20%	-8%	-0.1%	7%	-0.02	-0.3	0.59	0.09	-14%
CCn1cc([N+](=O)[O-])c(C(=O)N2N=C(c3ccc4ccccc4c3)CC2c2cc(Br)ccc2O)n1 (centres undefined)	21%	11%	.	9%	.	-0.2%	26%	1.6	0.0059	1.6	-1.3	-82%
O=C1CC(N2CCN(S(=O)(=O)c3cccc(C(F)(F)F)c3)CC2)C(=O)N1Cc1ccccc1 (centres undefined)	2%	5.4%	1%	-7%	-28%	-0.2%	16%	0.41	-0.22	0.25	-0.2	20%
CCCN(CC#CC(O)(c1ccccc1)c1cccnc1)CCC (centres undefined)	-5%	.	14%	5%	-12%	0.0%	8%	-0.5	-0.25	-0.14	0.86	-5%[20 µM]
CC1S/C(=C(\C#N)C(=O)NCc2ccco2)N(c2ccc(F)cc2)C1=O (centres undefined)	9%	1.9%	7%	0%	10%	-0.1%	-7%	1.9	-0.19	0.37	-0.86	30%
O=C(Nc1nccs1)C1CCCN1S(=O)(=O)c1ccc(Cl)cc1 (centres undefined)	3%	2.4%	-3%	12%	4%	0.3%	-2%	-0.14	-0.29	0.11	0.51	18%
CCOC(=O)N1CCC(N2Cc3cccc(C(=O)Nc4ccc(F)cc4)c3C2=O)CC1	-1%	3.9%	8%	4%	25%	-0.1%	9%	-0.16	-0.027	-0.078	0.48	-30%
CCC(NC(=O)C1(C)CC1(Br)Br)c1ccc(C)cc1 (centres undefined)	-1%	3.3%	9%	-5%	4%	0.0%	4%	0.13	-0.14	-0.64	-0.27	-33%
CCCCn1c(SCC(=O)Nc2ccc(OC)cc2)nc2ccc(N3CCOCC3)cc2c1=O	-3%	-3.5%	12%	12%	-26%	-0.1%	-1%	-0.65	-0.17	-0.35	0.56	7%
Cc1cc(C)n2nc(C)c(Br)c2n1	-9%	2.9%	14%	-1%	-31%	1.2%	3%	-0.058	-0.32	0.28	-0.38	16%
Cc1ccc(CS(=O)(=O)CCC(=O)NCc2ccc3c(c2)OCO3)cc1	-16%	-0.3%	21%	-8%	13%	-2.1%	1%	-0.28	-0.18	-0.11	0.35	4%
COC(=O)c1cc(-c2cc(OC)ccc2OC)nc2c1c(=O)n(C)c(=O)n2Cc1ccccc1	.	4.3%	3%	.	-3%	0.7%	?	.	.	.	.	-18%
Cc1ccc(C(=O)NCCNc2ncc(C(F)(F)F)cc2Cl)cc1[N+](=O)[O-]	.	1.8%	-7%	.	10%	-0.1%	3%	.	.	.	.	-19%
O=C(OCC(=O)N1CCCC1)c1ccccc1OCc1ccccc1	4.4µM*	-5.7%	6%	14%	-11%	0.1%	0%	1.8	-0.27	1.1	-0.81	19%

Only part of the results is shown; rates above refer to the full screens.
